MIN6 prolif – inducers of beta-cell replication in MIN6 cells. AID 2380. MIN6 cells proliferation, ATPlite luminescence, 48 h; cells starved in 0.2% serum; 100% = growth in 10% serum. proliferation, % at 10 µM. 330,000 tested, 0.29% active;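 active means compounds whose signal lies at least 3.5 SD above the mean of all wells on their plate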;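 further: 0% = DMSO-treated cells in low-serum medium and 100% = 10% serum control; some compounds called inactive have numbers as strong as hits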
mIAP activ – increases mouse intestinal alkaline phosphatase activity; muIAP, CDP-Star luminescence, 30 min; stronger effect = higher value; 1 = vehicle-only enzyme signal, 0 = enzyme-free wells; activation factor at 10 µM; 330,000 tested, 0.24% active; AID 2805;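 active means activation factor of at least 2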; further: the source names both 10 and 20 µM as test concentration; values of inactives mirror those of a sister screen read the other way
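Assay system: mouse IAP enzyme / Compound: DMSO-dissolved test compounds / Timing: 30 min, room temperature / Measured by: luminescence from enzymatic CDP-Star hydrolysis / Control set: DMSO-only wells, enzyme-free buffer wells as negative control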
hIAP activ – human IAP activation. P09923. purified human IAP, CDP-Star luminescence, 30 min; stronger effect = higher value; 1 = vehicle-only enzyme, 0 = enzyme-free background. activation factor at 10 µM. 330,000 tested, 0.16% active. AID 2524;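 active means activation factor of the enzyme at least 2-fold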; further: the source names both 10 and 20 µM as test concentration; values of inactives mirror those of a sister screen read the other way
MPTP inh – blocks calcium-induced mitochondrial swelling; isolated mouse mitochondria, Ca2+ swelling absorbance, 30 min; inhibition, % at 10 µM; 360,000 tested, 1.4% active;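 active means inhibition of 50% or more, scaled per plate between neutral and stimulator controls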;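 further: 0% = DMSO wells given calcium and 100% = 1 mM EGTA wells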
hIAP block – human IAP inhibition; P09923; purified IAP, CDP-Star luminescence, 30 min; inhibition, % at 10 µM; 330,000 tested, 0.12% active; AID 2544;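 active means inhibition reaching a set limit with compound at 10 µM in the primary screen, cut at about 35% in these data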;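 further: plate controls were DMSO wells with enzyme for no effect and no-enzyme buffer wells for full effect; values of inactives mirror those of a sister screen read the other way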
mIAP inh – blocks mouse intestinal alkaline phosphatase; inhibition, % at 10 µM; AID 2806; purified mouse IAP, CDP-Star luminescence, 30 min; 330,000 tested, 0.2% active;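 active means inhibition of at least 40% at 10 µM in the primary screen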;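 further: plate controls were DMSO with enzyme for no effect and no enzyme wells for full effect; values of inactives mirror those of a sister screen read the other way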
APOBEC3G inh – APOBEC3G (human) deaminase inhibition; Q9HC16; recombinant A3G, ssDNA deamination FAM/TAMRA fluorescence; inhibition, % at 20 µM; 330,000 tested, 0.28% active; AID 493012;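 active means inhibition of at least 40% at 20 µM, with no more than 30% in the related APOBEC3A deaminase screen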;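 further: plate controls were DMSO wells with A3G for no effect and wells lacking A3G enzyme for full effect; some compounds called inactive have numbers as strong as hits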
Target sequence (Q9HC16 whole entry, looked up): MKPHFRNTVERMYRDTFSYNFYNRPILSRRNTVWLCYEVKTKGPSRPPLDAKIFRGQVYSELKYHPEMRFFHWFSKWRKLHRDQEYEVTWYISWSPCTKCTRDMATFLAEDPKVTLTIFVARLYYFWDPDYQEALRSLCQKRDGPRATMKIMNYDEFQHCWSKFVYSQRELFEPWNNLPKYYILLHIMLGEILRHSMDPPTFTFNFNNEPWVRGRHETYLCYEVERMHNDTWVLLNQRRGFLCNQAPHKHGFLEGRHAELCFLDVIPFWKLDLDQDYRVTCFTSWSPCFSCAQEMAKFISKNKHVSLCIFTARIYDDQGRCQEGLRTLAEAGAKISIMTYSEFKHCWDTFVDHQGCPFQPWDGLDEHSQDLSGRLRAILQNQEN
A3A deaminase – inhibitors of human APOBEC3A DNA deaminase | inhibition, % at 20 µM | 330,000 tested, 0.41% active | AID 493011 | recombinant A3A, FAM/TAMRA ssDNA deamination fluorescence | P31941;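 active means at least 40% inhibition at 20 µM here, with at most 30% in a related deaminase screen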;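 further: plate controls were A3A with DMSO for no effect and wells lacking A3A enzyme for full effect; some results filed as inactive read as strong as hits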
Target sequence (P31941 whole entry, looked up): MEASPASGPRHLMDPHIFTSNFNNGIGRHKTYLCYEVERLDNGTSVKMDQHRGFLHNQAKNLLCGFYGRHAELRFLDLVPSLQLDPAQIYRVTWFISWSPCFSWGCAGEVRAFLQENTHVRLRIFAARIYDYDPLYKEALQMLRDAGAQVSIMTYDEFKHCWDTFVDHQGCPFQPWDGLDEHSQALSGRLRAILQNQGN
ATG4B inhibitor – blocks human ATG4B protease cleavage of LC3 substrate; 340,000 tested, 0.51% active; Q9Y4P1; ATG4B cleavage of LC3-PLA2, NBD-HPC fluorescence, 1 h; inhibition, % at 8.33 µM; in the data active means inhibition above about 40%
Target sequence (Q9Y4P1 whole entry, looked up): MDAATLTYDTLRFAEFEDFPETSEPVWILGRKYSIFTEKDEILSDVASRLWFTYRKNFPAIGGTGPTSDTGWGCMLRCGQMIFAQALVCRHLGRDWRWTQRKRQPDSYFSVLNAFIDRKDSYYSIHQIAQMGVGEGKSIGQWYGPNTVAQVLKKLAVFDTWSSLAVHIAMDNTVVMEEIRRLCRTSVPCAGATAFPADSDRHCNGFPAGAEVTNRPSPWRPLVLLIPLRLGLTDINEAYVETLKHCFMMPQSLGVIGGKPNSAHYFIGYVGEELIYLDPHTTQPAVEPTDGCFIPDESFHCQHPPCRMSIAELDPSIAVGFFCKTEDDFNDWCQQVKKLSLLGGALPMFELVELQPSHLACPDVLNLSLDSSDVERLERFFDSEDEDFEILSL
The depositor's hits bear a star; nt = no result given.

SMILES | MIN6 prolif | mIAP activ | hIAP activ | MPTP inh | hIAP block | mIAP inh | APOBEC3G inh | A3A deaminase | ATG4B inhibitor
CCn1c(=O)c2ccccc2n2c(SCC(=O)N3CCCc4ccccc43)nnc12 | 0 | 1.1 | 1 | 54* | -4 | -7 | -1 | -4 | -5
CC(C)N(Cc1ccccc1)C(=O)c1ccc2c(c1)OCO2 | -6 | 1 | 1.2 | 0.0 | -20 | -2 | 5 | 3 | 14
Nc1nc(NC(=O)C(Cl)(Cl)Cl)nn1-c1ccccc1 | -1 | 0.99 | 0.94 | -0.6 | 6 | 1 | -8 | -6 | -5
CC1(C)CC2CC(C)(CN2S(=O)(=O)c2cccc(C(=O)OCC(N)=O)c2)C1 (configuration not stated) | -3 | 1.1 | 0.9 | -0.3 | 10 | -5 | -8 | 2 | 2
COc1ccc(-c2nc(C)sc2CC(=O)O)cc1OC | -1 | 1.1 | 1.2 | -0.9 | -18 | -12 | 9 | 1 | -7
COc1ccc(-c2cc(=O)oc3cc(OC(C)C(=O)Nc4ccc(CN5CCOCC5)cc4)ccc23)cc1 (configuration not stated) | -4 | 0.85 | 0.67 | -0.9 | 34 | 15 | -2 | 0 | -5
CC(=O)Nc1ccc(-c2csc(-c3cccnc3)n2)cc1 | -3 | 0.98 | 1.3 | 1.5 | -35 | 2 | -6 | -7 | 1
O=C1CCc2cc(S(=O)(=O)N3CCC(C(=O)NCc4ccccn4)CC3)ccc2N1 | -4 | 1 | 1 | 0.1 | -4 | -2 | 0 | 0 | nt
Cn1c(SCC(=O)NCc2ccc3c(c2)OCO3)nnc1-c1c[nH]c2ccccc12 | -3 | 1 | 1.1 | -0.9 | -11 | -1 | 6 | 9 | 5
O=C(NCc1cccnc1)c1cn(CCc2ccccc2)nn1 | -1 | 0.95 | 0.96 | 12 | 4 | 5 | -2 | 1 | -3
COc1cccc(NC(=O)COC(=O)CCS(=O)(=O)c2ccc(C)cc2)c1 | -4 | 1 | 1 | -5.1 | -4 | 0 | -15 | -3 | -9
O=C(c1cc(Sc2ccc(Cl)cc2)nc2ccccc12)N1CCN(c2ccccn2)CC1 | -7 | 0.97 | 0.92 | -1.5 | 8 | 2 | -11 | 1 | -8
CC1CN(CC(=O)Nc2ccc(Br)cn2)CC(C)O1 (configuration not stated) | 1 | 1.1 | 1.1 | -0.2 | -11 | -11 | -7 | 3 | 1
O=C(NCc1ccccc1Cl)c1csc2c1CCCCC2 | -1 | 1.2 | 1.1 | 0.3 | -12 | -21 | -5 | -3 | 11
CC1(C)CC(=O)C2=C(C1)OC1=C(C2)C(=O)CC(C)(C)C1 | 0 | 1 | 0.98 | 3.9 | 2 | 0 | 6 | 0 | 2
O=C(NCCOCCOCCNC(=O)c1ccccc1)c1ccccc1 | 3 | 0.96 | 0.94 | 1.2 | 6 | 4 | -3 | -3 | -7
Cc1cc(Nc2ccccc2)n(CCC#N)n1 | -1 | 0.95 | 1 | 0.5 | -2 | 5 | -6 | -3 | -13
COc1cc(C(=O)N(Cc2cccnc2)Cc2cc3cc4c(cc3[nH]c2=O)OCCO4)cc(OC)c1OC | 0 | 1.1 | 0.93 | -1.0 | 7 | -6 | 0 | 3 | 6
CS(=O)(=O)N(CC(=O)N1CCCC1)c1ccccc1F | -4 | 1 | 1 | -0.7 | -1 | -3 | -9 | -5 | 0
O=C1N=c2ccccc2=C1c1c(O)[nH]c2c(C(F)(F)F)cccc12 | -4 | 0.96 | 0.94 | 0.2 | 6 | 4 | -3 | -5 | -1
COc1cc(OC)c(C(=O)Nc2cccc(C(C)=O)c2)cc1OC | -3 | 1.1 | 0.98 | -4.3 | 2 | -7 | -3 | 2 | -10
CC(C)(C)OC(=O)[C@H](CCCCN)NC(=O)c1nc[nH]c1C(=O)N[C@@H](CCCCN)C(=O)OC(C)(C)C | -2 | 0.99 | 1.2 | 0.0 | -25 | 1 | -2 | 1 | -1
Cc1ccc(C2C=C(c3ccccc3OC(F)F)Nc3ncnn32)cc1 (configuration not stated) | -2 | 1 | 1 | 0.4 | -1 | -2 | 0 | 2 | -4
Cc1nnc(SCC(=O)N2c3ccccc3Sc3ccccc32)n1N | -1 | 1 | 0.92 | -1.1 | 8 | 0 | -4 | 1 | -3
O=C(COC(=O)/C=C/c1ccccc1Cl)NC(=O)NCc1ccccc1 | -4 | 0.98 | 1.1 | -0.2 | -10 | 2 | 1 | 2 | 1
O=C(NC1CCCCC1)Sc1ccc(Cl)cc1 | -3 | 1 | 0.97 | 6.2 | 3 | -1 | -4 | 1 | -2
N#CC(c1ccc(O)cc1)N1CCCCC1 (configuration not stated) | -2 | 0.96 | 1.1 | 0.3 | -8 | 4 | -5 | -2 | -1
CCOCCCNC(=O)Cc1ccc(Br)cc1 | 0 | 0.92 | 0.92 | 0.0 | 8 | 8 | -6 | -3 | -4
CC(=O)c1cccc(NS(=O)(=O)N(C)C)c1 | 0 | 0.99 | 0.94 | -2.3 | 6 | 0 | -7 | -2 | 1
COc1cc(OC)c(OC)cc1CN1CCN(Cc2cccc(F)c2)CC1 | -3 | 0.95 | 1.2 | -0.7 | -19 | 5 | -6 | -7 | 3
CN(C(=O)c1cc([N+](=O)[O-])ccc1N1CCCC1)C1CCCCC1 | -6 | 0.96 | 0.76 | -0.6 | 24 | 4 | -1 | 4 | 4
CN(Cc1ccccc1)C(=S)NC(=O)c1ccc(-c2ccccc2)cc1 | 0 | 0.97 | 0.87 | 0.9 | 13 | 3 | -4 | -4 | 13
Cc1c(C(=O)NN2CCN(C)CC2)cccc1[N+](=O)[O-] | -3 | 1 | 0.99 | 1.0 | 1 | -2 | -2 | -4 | 5
CN(C)c1ccc(NC(=O)CN2CCN(S(=O)(=O)c3cc(Cl)ccc3Cl)CC2)cc1 | -2 | 1.1 | 1.1 | -1.3 | -10 | -10 | -5 | -1 | -15
CC(=O)c1c(C)[nH]c(C(=O)NCCc2c[nH]c3ccccc23)c1C | -3 | 1.1 | 1.1 | -0.2 | -8 | -14 | -8 | -1 | -3
O=C(CCn1nc(-c2ccc(Cl)cc2)ccc1=O)NCc1ccccn1 | -4 | 1.2 | 1.3 | -3.1 | -30 | -18 | 1 | -19 | -9
CC(=O)OCC1OC(n2ncc(=O)n(Cc3ccccc3)c2=O)C(OC(C)=O)C1OC(C)=O (configuration not stated) | -3 | 1 | 1.2 | -1.8 | -18 | -1 | -10 | -4 | -1
CCn1c(C)c(C)c2cc(C(=O)NCCCN3CCOCC3)ccc21 | -1 | 0.97 | 0.89 | -1.7 | 11 | 3 | 0 | -3 | 5
COc1ccc(OCC(=O)N2c3ccccc3CC2C)c([N+](=O)[O-])c1 (configuration not stated) | -2 | 1.1 | 1 | 0.1 | -4 | -6 | -1 | 0 | 5
CSc1ccc(/C=N/Nc2ccc(Cl)c(C(=O)O)c2)cc1 | -1 | 1 | 1.1 | -2.8 | -12 | 0 | -5 | 2 | -4
COc1cccc(/C=N/NC(=O)C(C)n2nnc3ccccc32)c1 (configuration not stated) | 0 | 0.95 | 1.2 | -1.7 | -17 | 4 | -3 | -4 | -8
CCC/S(C)=N/S(=O)(=O)c1ccc(C)cc1 (configuration not stated) | -2 | 1.1 | 1.1 | -0.8 | -10 | -9 | -11 | -2 | 4
COc1cccc2c(C)cc(N3CCCCCC3)nc12 | 2 | 1 | 1.1 | 0.0 | -6 | -1 | -7 | 0 | 3
O=C(COc1ccccc1)N1CCN(c2ccc([N+](=O)[O-])c(N3CCCCC3)c2)CC1 | 0 | 0.86 | 1.1 | 1.5 | -9 | 14 | 1 | 2 | -29
Cc1cnc(C)c(N2CCN(Cc3nc(-c4cccc(F)c4F)oc3C)CC2)n1 | -3 | 1 | 1 | -1.7 | -1 | -4 | -9 | -1 | 11
CCOc1ccc(N(CC(=O)NCCSCc2ccc(C)cc2)S(C)(=O)=O)cc1 | -2 | 1 | 0.93 | 0.8 | 7 | -5 | -5 | -4 | -7
COc1cc(OC)c2cc[nH]c2c1 | 0 | 1 | 0.9 | -2.3 | 10 | -3 | -6 | -5 | 1
O=C(NCc1ccccc1CN1CCCC1)C1CCN(S(=O)(=O)c2ccc(F)c(F)c2)CC1 | 1 | 1.1 | 1 | -0.4 | -3 | -14 | 6 | -1 | -4
CCOC(=O)c1[nH]c(C)c(C(=O)N2CCN(c3ccc(F)cc3)CC2)c1C | 0 | 1.1 | 1.1 | -0.7 | -11 | -12 | -5 | 0 | 3
O=C(O)CN1C(=O)NC2(CCc3ccccc32)C1=O (configuration not stated) | 0 | 0.93 | 1.1 | -1.0 | -9 | 7 | 3 | -1 | 4
CCc1ccc(OCC(=O)Nc2nnc(-c3ccco3)s2)cc1 | -2 | 0.87 | 1.2 | -1.9 | -16 | 13 | -2 | 1 | 7
CN(C(=O)n1cnc2ccccc21)c1ccccc1 | 0 | 0.96 | 1.1 | 0.9 | -7 | 4 | -1 | 2 | -7
Cc1cccc(-c2nc3ccccc3c(=O)n2NC(=S)N(C)C)c1 | 0 | 0.97 | 1.2 | -0.1 | -21 | 3 | 5 | 5 | -8
COc1ccccc1NC(=S)NC1CC2CCC1C2 (configuration not stated) | 0 | 1.1 | 0.99 | 0.0 | 0 | -7 | -10 | -5 | 7
COc1cc(NC(=O)c2cc3c(CO)cnc(C)c3oc2=Nc2cccc(C(N)=O)c2)cc(OC)c1 | 6 | 0.95 | 0.86 | 2.1 | 14 | 5 | -1 | 0 | -1
CCN(CC)S(=O)(=O)c1ccc(S(=O)(=O)N2CCCC2)cc1 | -1 | 0.99 | 1.1 | -0.9 | -8 | 1 | -2 | 0 | -5
CC(=O)c1cccc(NC(=O)c2ccc(Br)o2)c1 | -1 | 0.94 | 1.2 | 1.2 | -19 | 6 | -8 | -8 | 4
CC(Sc1nnc2ccccn12)C(=O)Nc1ncc(Cl)cc1Cl (configuration not stated) | -3 | 0.98 | 1 | 2.2 | -3 | 2 | 2 | 1 | -2
Cc1c(C)n(Cc2ccccc2)c2ncnc(NCCCO)c12 | -3 | 0.96 | 0.89 | 0.3 | 11 | 4 | -3 | 1 | 13
O=S(=O)(c1ccccc1)c1nc(-c2cccs2)oc1NCC1CCCO1 (configuration not stated) | -4 | 1.1 | 0.97 | -0.7 | 3 | -9 | 0 | 1 | -8
Cc1ccc(S(=O)(=O)N2CCOCC2)cc1C(=O)OCC(=O)c1ccc[nH]1 | -2 | 0.98 | 0.96 | -0.8 | 4 | 2 | -8 | 0 | -10
Cc1ccccc1NC(=O)COC(=O)c1ccc(CSc2ccc(Cl)cc2)cc1 | 0 | 1 | 0.96 | 3.0 | 4 | 0 | -10 | 0 | -3
COc1cccc(NC(=O)CN2CCN(S(=O)(=O)c3ccc(F)cc3)CC2)c1 | -1 | 1.2 | 1.2 | -0.1 | -25 | -22 | -3 | 0 | -13

Grouped by structure, the entries above with a furan ring, fused or not.
SMILES | MIN6 prolif | mIAP activ | hIAP activ | MPTP inh | hIAP block | mIAP inh | APOBEC3G inh | A3A deaminase | ATG4B inhibitor
CCc1ccc(OCC(=O)Nc2nnc(-c3ccco3)s2)cc1 | -2 | 0.87 | 1.2 | -1.9 | -16 | 13 | -2 | 1 | 7
CC(=O)c1cccc(NC(=O)c2ccc(Br)o2)c1 | -1 | 0.94 | 1.2 | 1.2 | -19 | 6 | -8 | -8 | 4

Compound activity from PubChem BioAssay.
